SIAH1 antagonists: blockers of Siah-1 interaction with plectin peptide – biochemical, fluorescence polarization, rhodamine-plectin, uHTS, primary screen (AID 1817) | Siah-1 / rhodamine-plectin peptide fluorescence polarization; higher % means a stronger effect | one-dose displacement, % at 20 µM; IC50 in µM for titrated hits | 0.02% of 290,000 active;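 active means displacement of at least 50% at 20 µM, with a fluorescence ratio check between 0.3 and a set limit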;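 further: plate controls were Siah plus tracer with DMSO for no effect and tracer alone without Siah for full effect; strong numbers were not always called active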
HEK293 NOD2/NF-kB: NOD2 signaling inhibitors, cell-based, luminescence, uHTS, HEK293 (AID 1566); HEK293 NOD2/NF-kB luciferase reporter, luminescence; higher % means a stronger effect; inhibition, % at 4 µM, or EC50 in µM where a hit was titrated; 0.63% of 290,000 active; further: many of its hits are not listed in these tables
XIAP antagonists: small molecules displacing peptide from XIAP – biochemical, IAP family, fluorescence polarization (AID 1018); XIAP BIR domain, fluorescence polarization peptide displacement; higher % means a stronger effect; displacement, % at 20 µM; hits with a dose series show IC50 in µM; 0.007% of 200,000 active; in the data active means displacement above about 50%; further: a part of the inactive calls stands beside numbers as strong as those of hits
AID2073: disruptors of CaV2.2 binding to Mint1 – biochemical, HTRF (AID 2073). HTRF protein-protein interaction, Mint1-CaV2.2; higher % means a stronger effect. inhibition, % at 20 µM, or IC50 in µM where a hit was titrated. 0.19% of 290,000 active; in the data active means inhibition mostly above about 51%, no sharp cut-off; further: some results filed as inactive read as strong as hits
M17LAP inhibition: P. falciparum M17LAP inhibitors, primary screen, biochemical, fluorogenic H-Leu-NHMec substrate, 1536-well (AID 1619); recombinant M17LAP, H-Leu-NHMec fluorogenic kinetic assay; higher % means a stronger effect; one-dose inhibition, % at 30 µM; IC50 in µM for titrated hits; 0.38% of 220,000 active;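 active means compound inhibiting the enzyme by more than half at any dose during confirmatory dose-response retesting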;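 further: plate controls were full reaction with DMSO carrier for no effect and no enzyme background for full effect; strong numbers were not always called active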
M1AAP inhibition: malaria alanyl aminopeptidase activity blockers – biochemical, fluorogenic H-Leu-NHMec substrate, 1536-well (AID 1445) | recombinant M1AAP, H-Leu-NHMec fluorogenic kinetic assay; higher % means a stronger effect | inhibition, % at 30 µM, or IC50 in µM where a hit was titrated | 0.42% of 220,000 active;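 active means primary inhibition above the hit cutoff, then over 50% inhibition at one or more dose response concentrations, cut at about 23% in these data, passing the limit was not always enough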;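 further: plate controls were DMSO full reaction for no effect and no enzyme background for full effect; strong numbers were not always called active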
CSM14.1 death rescue: rescue of cells from ER stress-induced death, primary screen, 384-well, CSM14.1, thapsigargin, ATP luminescence (AID 1222) | cellular ATP content (survival), % at 20 µM; hits with a dose series show EC50 in µM | CSM14.1 thapsigargin-induced death rescue, ATP luminescence; higher % means a stronger effect | 190,000 tested, under 10 active;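 active means EC50 below 50 µM in the dose-response confirmation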;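 further: death triggered by thapsigargin at about 15 µM added after 2 h compound pretreatment; cell ATP read after overnight thapsigargin exposure of roughly 18 to 22 hours; normalized against plate controls of thapsigargin alone and 5% DMSO vehicle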
Hep lipid drop: hepatic lipid droplet formation modulation | AML12 mouse hepatocytes, oleate lipid droplets, BODIPY imaging | inhibition, % at 6.5 µM | 0.4% of 240,000 active;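 active means lipid droplet intensity inhibited by at least 50%, with more than 500 cells counted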
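Material – mouse AML12 hepatocyte cell line, fixed after treatment · Compound dosing – one dose, 6.5 µM compound · Times – compound with oleate, overnight · Measured by – Image-based BODIPY and DAPI two-channel analysis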
LYP inhibition: PTPN22 lymphoid phosphatase activity blockers – biochemical, fluorescence intensity, uHTS (AID 1779) | recombinant LYP phosphatase, fluorescence intensity; higher % means a stronger effect | inhibition, % at 11.5 µM; hits with a dose series show IC50 in µM | 0.054% of 290,000 active;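 further: plate controls were vehicle with enzyme for no effect and no enzyme for full effect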
Hep lipid drop cells 6.5 µM: also measured in Hep lipid drop; calls as there; cell count; measured here: cell count, cytotoxicity flag;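 cells counted across two imaged fields per well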
An asterisk follows results filed as active; nt = not tested or not shown. Unless noted, no stated cut-off is given here; in the data, active means inhibition above about 50%; inactive means the rest.

SMILES	SIAH1 antagonists	HEK293 NOD2/NF-kB	XIAP antagonists	AID2073	M17LAP inhibition	M1AAP inhibition	CSM14.1 death rescue	Hep lipid drop	Hep lipid drop cells 6.5 µM	LYP inhibition
Cc1ccc(NC(=S)NC(=O)/C=C/c2ccco2)c(O)c1	0%	-6%	-6.2%	19%	12%	11%	-0.1%	-4	671	0%
COC(=O)c1cc(S(=O)(=O)Nc2cccc(C)c2C)cn1C	-2%	7%	nt	0%	nt	nt	nt	2	707	-7%
CCN(C(=O)COC(=O)/C=C/c1ccc(O)c(OC)c1)C1CCS(=O)(=O)C1 (stereo unspecified)	-5%	22%	-8.9%	12%	10%	7%	0.1%	-10	644	-1%
Cn1cccc1Cc1nnc(SCC(=O)Nc2ccc3c(c2)OCO3)n1-c1ccc(F)cc1	4%	-5%	-2.5%	-1%	16%	4%	nt	3	676	-4%
Cc1cc(C)nc(SCCS(=O)Cc2ccc(Cl)cc2)n1 (stereo unspecified)	-4%	-12%	-2.2%	-31%	14%	-2%	0.1%	-2	720	-3%
CCOC(=O)c1ccc(NC(=S)Nc2ccccn2)cc1	1%	-11%	-1.6%	-6%	1%	4%	-1.0%	-6	614	8%
O=C(O)CCCC(=O)N(Cc1ccccc1)Cc1ccccc1	6%	2%	-8.1%	-7%	13%	-14%	0.4%	nt	nt	-4%
COc1ccc(/C=C(/NC(=O)c2ccc([N+](=O)[O-])cc2)C(=O)NC(C)(C)C)cc1	1%	-3%	-7.9%	3%	-4%	5%	1.8%	-2	699	5%
COc1ccc(Cl)cc1NC(=O)C(=O)NC1CCCCCC1	-5%	6%	-3.6%	5%	-2%	6%	-1.1%	9	812	-5%
CCOC(=O)N1CCN(C(=O)C2CCCN(S(=O)(=O)c3ccc(F)cc3)C2)CC1 (stereo unspecified)	0%	4%	-6.1%	0%	-3%	-1%	-1.7%	-11	661	5%
Cc1ccc(-c2noc(CCC(=O)Nc3ccccc3N3CCN(C)CC3)n2)cc1	-1%	13%	-22%	-4%	-3%	-1%	-1.5%	nt	nt	-6%
Cc1cccc(N2C(=O)CCC2=O)c1	9%	18%	0.8%	12%	-13%	-4%	-1.0%	-9	683	-3%
Cc1ccc(C)c(N(CC(=O)NC2CCCC2)S(=O)(=O)c2ccccc2)c1	0%	-16%	nt	6%	nt	nt	nt	-7	644	-7%
O=C(Nc1ccc(F)cc1)N1CCN2C(=O)c3ccccc3C12c1ccccc1 (stereo unspecified)	2%	9%	0.8%	-5%	5%	5%	-1.2%	nt	nt	-4%
Cc1ccc(C(=O)CCC(=O)Nc2ccccc2C)cc1C	0%	3%	nt	19%	nt	nt	nt	1	779	-8%
O=C1N(Cc2cccnc2)C[C@@H]2C[C@@H](c3ccc(-c4ccccc4)cc3)N3CCC[C@@]123	0%	9%	-5.8%	-5%	nt	nt	6.9%	-10	754	-6%
COc1ccc(S(=O)(=O)N2CCOCC2)cc1NC(=O)CSc1ncnc2ccccc12	18%	5%	-4.8%	15%	1%	0%	1.5%	4	736	-4%
CC(=O)Nc1ccc(S(=O)(=O)NC2=NCN(c3ccc([N+](=O)[O-])cc3)CN2)cc1	-4%	-4%	nt	-16%	nt	nt	nt	-2	656	-6%
CCCOc1ccc(Cn2ccnc2)cc1[N+](=O)[O-]	-1%	22%	-5.1%	-7%	16%	2%	-1.1%	21	745	-5%
Cc1c(N/C=C(\Cl)C(=O)C(F)(F)F)c(=O)n(-c2ccccc2)n1C	-3%	2%	-9.6%	-5%	17%	9%	-0.4%	-10	674	-9%

The final 3 compounds of the part before are carried over, then new ones follow.
SMILES	SIAH1 antagonists	HEK293 NOD2/NF-kB	XIAP antagonists	AID2073	M17LAP inhibition	M1AAP inhibition	CSM14.1 death rescue	Hep lipid drop	Hep lipid drop cells 6.5 µM	LYP inhibition
CC(=O)Nc1ccc(S(=O)(=O)NC2=NCN(c3ccc([N+](=O)[O-])cc3)CN2)cc1	-4%	-4%	nt	-16%	nt	nt	nt	-2	656	-6%
CCCOc1ccc(Cn2ccnc2)cc1[N+](=O)[O-]	-1%	22%	-5.1%	-7%	16%	2%	-1.1%	21	745	-5%
Cc1c(N/C=C(\Cl)C(=O)C(F)(F)F)c(=O)n(-c2ccccc2)n1C	-3%	2%	-9.6%	-5%	17%	9%	-0.4%	-10	674	-9%
Cc1cccc(NC(=O)c2ccc([N+](=O)[O-])o2)c1C	6%	13%	2.0%	0%	3%	1%	-0.3%	21	725	-7%
CCC(C)N1C(=O)N(C)C2NC(=O)NC21 (stereo unspecified)	2%	8%	-7.5%	-11%	-2%	-3%	1.0%	6	686	0%
Cc1ccc2c(c1)N(S(=O)(=O)c1cc(-c3onc(C)c3C)ccc1C)CCO2	-5%	25%	nt	-1%	nt	nt	nt	-12	736	-9%
CN(CC(=O)OCC(=O)c1c(N)n(C)c(=O)n(C)c1=O)S(=O)(=O)c1ccc(Cl)cc1	6%	-4%	-3.5%	0%	3%	9%	-0.1%	-4	607	-4%
CCCn1c(NC(=O)c2ccc(Br)cc2)nc2ccccc21	2%	-6%	-6.1%	23%	29%	7%	-0.4%	nt	nt	-6%
CC(Oc1ccc2ccc(=O)oc2c1)C(=O)c1ccccc1 (stereo unspecified)	4%	0%	-2.1%	11%	4%	5%	-0.7%	8	714	-4%
CSc1ccccc1NC(=O)CN1CCCCC1	2%	19%	-12%	-1%	-4%	2%	-1.8%	-10	693	-10%
CCOC(=O)c1c(S(=O)(=O)Nc2ccc(F)cc2C)c(C)n(C)c1C	-1%	13%	nt	2%	nt	nt	nt	-14	723	0%
CN(C)S(=O)(=O)c1ccc(C(=O)NC2CCCc3ccccc32)cc1 (stereo unspecified)	0%	3%	-7.1%	8%	-1%	-5%	-0.5%	-3	785	1%
Cc1cc(F)ccc1S(=O)(=O)N1CCCOC1CNC(=O)C(=O)NCc1cccnc1 (stereo unspecified)	3%	13%	nt	8%	nt	nt	nt	9	711	-12%
CCOC(=O)C1CCN(CCC(=O)Nc2ccc(Br)c(C)c2)CC1	0%	3%	nt	3%	nt	nt	nt	1	829	-10%
COc1ccc(S(=O)(=O)Nc2ccccc2C(=O)NCc2cccnc2)cc1C	3%	-2%	nt	19%	nt	nt	nt	-2	786	-8%
COc1ccc(C(=O)COC(=O)/C=C/c2ccccc2)cc1	2%	-5%	nt	6%	nt	nt	nt	11	807	-3%
COC(=O)c1ccc(C2C(C(=O)c3ccc(C)o3)=C(O)C(=O)N2c2cc(C)on2)cc1 (stereo unspecified)	2%	-5%	nt	10%	nt	nt	nt	-3	683	-8%
O=C(O)c1ccc(O)c(N2C(=O)Nc3ccccc3N2O)c1	10%	6%	-14%	15%	9%	2%	-2.7%	-8	611	-1%
CCOc1ccccc1CN1CCN(Cc2ccon2)CC1CCO (stereo unspecified)	2%	10%	nt	-7%	1%	3%	nt	-5	680	-7%
Cc1ccc(OCC(=O)N2CCN(C(=O)c3cccs3)CC2)cc1	6%	-1%	-0.3%	-1%	1%	3%	-2.0%	-7	751	-2%
CCN(CC)S(=O)(=O)c1ccc(Cl)c(NC(=O)COC(=O)c2ccc([N+](=O)[O-])o2)c1	0%	-2%	nt	41%	2%	1%	nt	-11	592	-5%
Cc1nc(-c2ccc(S(=O)(=O)N3CCOCC3)cc2)cs1	-1%	-15%	nt	-21%	nt	nt	nt	-3	742	-5%
N#CC(/C(=N/S(=O)(=O)c1cccs1)c1ccccc1)c1nc2ccccc2[nH]1 (stereo unspecified)	-5%	32%	-5.0%	24%	-14%	-2%	0.8%	-4	806	-5%
COc1ccc(F)cc1CN1CCN(c2cc(C)nc3c4c(C)cc(C)nc4nn23)CC1	2%	-5%	-0.9%	7%	-42%	13%	8.8%	nt	nt	-9%
Cc1nnc(SCC(=O)Nc2nnc(SCc3cccc(Br)c3)s2)s1	-3%	18%	-6.1%	6%	-14%	5%	0.8%	1	618	-4%
Oc1ccc(C2C=C(c3ccc(F)cc3)Nc3ncnn32)cc1 (stereo unspecified)	8%	13%	nt	24%	-13%	4%	nt	-5	728	-4%
O=C(c1c(F)cccc1F)N1CCN(CCOc2ccccc2)CC1	13%	4%	nt	5%	nt	nt	nt	nt	nt	-7%
CC1CCN(C(=S)NCCc2ccccc2)CC1	0%	-76%	-0.1%	-30%	2%	3%	2.4%	-10	783	-12%
O=C1C2=C(CCCC2)C(=O)N1c1cccc(OCCBr)c1	1%	7%	-4.1%	-5%	14%	3%	0.2%	-7	746	-6%
CC(OC(=O)C1COc2ccccc2O1)C(=O)N(C)c1ccccc1 (stereo unspecified)	5%	4%	-0.5%	-2%	9%	4%	-0.6%	-9	673	-7%
COCC(C)NCC(=O)NC(C)CCc1ccccc1 (stereo unspecified)	-2%	8%	2.1%	-2%	3%	11%	-3.3%	25	683	-9%
CCOC(=O)c1c(NC(=O)c2ccccc2C(=O)O)sc2c1CCC2	-7%	22%	nt	20%	nt	nt	nt	12	833	-3%
CN1CCN(c2nc(-c3ccccc3)ncc2S(C)(=O)=O)CC1	-7%	15%	nt	9%	nt	nt	nt	nt	nt	-5%
CC(=O)Nc1ccc(Nc2cc(-c3ccccc3)nc3ncnn23)cc1	-5%	24%	-7.8%	-2%	19%	1%	-1.4%	-43	684	-4%
Cc1ccc(NC(=O)CSc2nnc(CNC(=O)c3ccco3)o2)cc1Cl	13%	17%	nt	5%	nt	nt	nt	31	763	-7%
Cc1ccc(-n2ncc3c2CCCC3NC(=O)CCC2=NNC(=O)CC2)cc1C (stereo unspecified)	1%	17%	nt	1%	nt	nt	nt	12	590	-8%
OC(CNC1CCCc2ccccc21)COc1ccc2ccccc2c1 (stereo unspecified)	-1%	0%	-3.7%	1%	7%	-4%	-1.0%	nt	nt	-9%
CN(C)CC(C)(C)CNC(=S)Nc1ccc(S(=O)(=O)N2CCOCC2)cc1	9%	18%	-1.5%	-26%	-11%	3%	1.3%	2	669	-5%
COc1nc(N)nc(NC23CC4CC(CC(C4)C2)C3)n1	5%	-6%	-1.7%	4%	69%	1%	nt	2	702	1%
CC(C)C(=O)NCCc1c[nH]c2ccccc12	1%	1%	-7.6%	-6%	3%	7%	-0.4%	2	670	-5%
O=C(Cn1c(C(=O)NCCCN2CCOCC2)cc2sccc21)c1ccccc1	-4%	18%	-7.3%	-6%	18%	-3%	2.6%	3	718	-2%
CCCCC(=O)Nc1cccc(NC(=O)c2ccc(Br)o2)c1	-2%	5%	-2.3%	-1%	1%	1%	0.4%	50	750	-6%
COc1ccccc1N(CC(=O)Nc1c(C)n(C)n(-c2ccccc2)c1=O)S(=O)(=O)c1ccc(C)cc1	18%	10%	-6.3%	2%	-2%	11%	0.8%	5	707	-9%
N#Cc1ccc(C(=O)NC2CCCCCCC2)cc1	-4%	-46%	nt	5%	nt	nt	nt	-21	726	-8%

Bioassay records deposited in PubChem BioAssay by several laboratories.

Some of the compounds tested, so the mix of outcomes need not match the whole.
